TSG101-PTAP inh: blocks PTAP/TSG101 interaction to inhibit HIV-1 budding | Q99816 | Fluorescence polarization, FITC-PTAP peptide / Tsg101 binding | Potency, µM (titrated, usually from 115 µM), for inactives: top-dose activity change, negative = inhibition, most hits filed as inhibitors | 340,000 tested, under 10 active; active = well fitted inhibition curve with a large enough effect in the main read-out, with a control signal flat, not every such curve was filed as active; inconclusive = small, poorly fitted or top-dose-only effect, or effect the other way, or a change in a side signal; inactive = no such curve, though single readings can be large or run the other way; also: potency is read from the fitted curve at half-maximal effect; % of control where 0% means no effect
Target sequence (Q99816 whole entry, looked up): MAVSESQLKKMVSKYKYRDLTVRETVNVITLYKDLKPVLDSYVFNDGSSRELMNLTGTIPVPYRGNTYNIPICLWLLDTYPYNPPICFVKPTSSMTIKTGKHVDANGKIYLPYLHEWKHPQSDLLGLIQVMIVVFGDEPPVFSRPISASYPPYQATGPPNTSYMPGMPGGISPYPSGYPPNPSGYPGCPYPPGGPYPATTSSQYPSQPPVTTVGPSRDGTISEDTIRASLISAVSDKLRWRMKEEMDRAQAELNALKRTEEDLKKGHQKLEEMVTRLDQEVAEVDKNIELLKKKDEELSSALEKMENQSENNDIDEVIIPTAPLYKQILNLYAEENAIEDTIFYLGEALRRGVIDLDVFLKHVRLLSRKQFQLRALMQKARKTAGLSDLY
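Steps: Tsg101 binding domain dispensed (10 uM final), compounds pinned in DMSO, FITC-labeled PTAP-motif peptide added (50 nM final); after 20 min binding at room temperature, polarization measured.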
TSHR antag: human thyrotropin receptor antagonism; AID 504810; activity change, negative = inhibition, % at 11.5 µM; P16473; TSHR-expressing cells, TSH-stimulated cAMP HTRF, 2 h; stronger effect = lower value; 330,000 tested, 0.2% active;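 active = activity change below a set negative limit, meaning inhibition stronger than a set level, cut at about -70% in these data; inconclusive = activity change between two set negative limits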; also: % is scaled to controls: 0 for no effect and ±100 for the full control effect
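Freshly harvested TSHR cells receive pin-tooled compound, then EC80 TSH at 4nM final. After 2 hours at 37 deg C, antibody in lysis buffer and cAMP-d2 are added; 30 minutes at ambient temperature precede the HTRF read.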
Tb PFK block: T. brucei PFK enzyme inhibition | Potency, µM (top dose mostly 57.5 µM), inactives show at the top dose activity, negative = inhibition, actives largely listed as inhibitors | 330,000 tested, 0.17% active | O15648 | T. brucei PFK, ADP-Glo luminescence;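 also: potency is read from the fitted curve at half-maximal effect; 0% = uninhibited 1x PFK enzyme wells and -100% = no-enzyme wells; nearly all actives have a fitted effect of over 60% in size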
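In TEA buffer at pH 8.0 with 5 mM MgCl2, enzyme (1.25 nM) converted F6P (0.5 mM) and ATP (0.1 mM) for 45 min at room temperature. ADP product was read by luciferase luminescence.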
uPA surface inh: blocks generation of uPA at the cell surface; cell surface uPA generation assay, qHTS; 330,000 tested, 0.31% active; Potency, µM (titrated, usually from 38.3 µM), for the others: at the top dose activity change, negative = inhibition, hits mostly inhibitors; AID 540303; active = well fitted inhibition curve with a large enough effect; inconclusive = small, poorly fitted or top-dose-only effect; inactive = no such curve, though single readings can be large or run the other way; tested in mouse RAW 264.7 cells; also: potency is read from the fitted curve at half-maximal effect; % is scaled to controls: 0 for no effect and ±100 for the full control effect; nearly all actives have a fitted effect of over 55% in size
TCR act: activates T cell receptor signaling; primary human leukocytes, anti-CD3, IL-2 HTRF, 48 h; Potency, µM (titrated, usually from 9.22 µM), inactives show at the top dose activation of IL-2 secretion, most hits filed as activators; 330,000 tested, under 10 active; also: % of control where 0% means no effect
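Compounds are tested in HTS on primary human leukocytes co-incubated with a-CD3 beads for 48 hr. IL-2 output is measured by time-resolved FRET.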
Eya2 inh: inhibitors of human Eya2 phosphatase activity; Potency, µM (series often up to 76.9 µM), without a hit: at the top dose activity, negative = inhibition, usual class: inhibitors; recombinant Eya2, OMFP fluorescence dephosphorylation (OMFP is methylfluorescein phosphate); 330,000 tested, 0.006% active; O00167; also: potency is read from the fitted curve at half-maximal effect; % is scaled to controls: 0 for no effect and ±100 for the full control effect
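Eya2 (0.2 uM) preincubated 10 min at ambient with compound, then OMFP substrate added at 50 uM; 10 min reaction in 50 mM HEPES pH 7.5, 50 mM NaCl, 5 uM MgCl2, 0.05% BSA, 1 mM DTT. Fluorescence read at Ex 485/Em 525 nm.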
ELG1 repair inh: inhibitors of ELG1-dependent DNA repair in HEK293T cells; HEK293T ELG1-luciferase reporter, luminescence, 16 h; DNA damage induced by 5-fluorouridine; Potency, µM (titrated, usually from 46.1 µM), for inactives: at the top dose activity change, negative = inhibition, most hits filed as inhibitors; 330,000 tested, 2.3% active; also: potency is read from the fitted curve at half-maximal effect; % is scaled to controls: 0 for no effect and ±100 for the full control effect; nearly all actives have a fitted effect of over 55% in size
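Step one: seed 2,000 cells per well. Step two: pin-transfer compound or DMSO alongside 5-fluorouridine. Step three: incubate 16 hr, 37 °C, 5% CO2. Step four: add ONE-Glo, wait 30 min, read luminescence.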
USP2a inh: USP2a (human) protease inhibition; O75604; USP2 core, Ub-CHOP2 coupled fluorogenic reporter, 485/531; Potency, µM (titrated, usually from 38.3 µM), for inactives: at the top dose activity change, negative = inhibition, most hits filed as inhibitors; 330,000 tested, 0.01% active; AID 463254;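 also: potency is read from the fitted curve at half-maximal effect; plate controls were DMSO wells for no effect and full inhibition by NEM control for full effect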
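Deubiquitinase activity read as fluorescence (485/531 nm) after Ub-CHOP2 cleavage activates the enterokinase reporter on its substrate; USP2 core 10nM, Ub-CHOP2 and substrate 25nM each, 30min compound preincubation then 60min RT; data normalized to NEM, curves fitted.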
B2AR arrestin: recruits beta-arrestin to the human beta2-adrenergic receptor; P07550; beta-arrestin recruitment to beta2AR, cell-based reporter; Potency, µM (highest dose often 46.1 µM), inactives show at the top dose activation, most hits filed as activators; 330,000 tested, 0.02% active;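 also: potency is read from the fitted curve at half-maximal effect; 0% = DMSO controls and full agonism = EC100 isoproterenol or metaproterenol; nearly all actives have a fitted effect of over 65% in size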
Target sequence (P07550 whole entry, looked up): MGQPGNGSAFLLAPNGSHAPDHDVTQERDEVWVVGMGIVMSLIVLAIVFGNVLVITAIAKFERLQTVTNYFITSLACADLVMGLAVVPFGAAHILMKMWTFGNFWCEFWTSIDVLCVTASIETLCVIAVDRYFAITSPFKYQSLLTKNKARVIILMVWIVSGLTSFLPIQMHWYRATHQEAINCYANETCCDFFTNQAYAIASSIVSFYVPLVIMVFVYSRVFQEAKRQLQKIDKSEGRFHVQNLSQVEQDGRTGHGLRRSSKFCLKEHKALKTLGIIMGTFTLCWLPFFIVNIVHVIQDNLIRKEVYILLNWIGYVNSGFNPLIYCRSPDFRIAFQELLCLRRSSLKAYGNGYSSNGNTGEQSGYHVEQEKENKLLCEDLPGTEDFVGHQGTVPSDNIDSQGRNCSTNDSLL
Mito fusion yeast: inhibitors of mitochondrial division or activators of mitochondrial fusion | S. cerevisiae fusion-defective mutant growth rescue, CellTiterGlo 48 h | Potency, µM (series often up to 46.1 µM), without a hit: top-dose growth rescue (activation), usual class: activators | 320,000 tested, 0.23% active | AID 485298;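 also: potency is read from the fitted curve at half-maximal effect; % of control where 0% means no effect; nearly all actives have a fitted effect of over 45% in size; temperature-sensitive fusion mutants such as fzo1-1 at 37 °C on non-fermentable ethanol glycerol medium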
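Temperature-sensitive fusion-defective S. cerevisiae (e.g. fzo1-1, mgm1-5) were grown with compound in YPEG medium (3% ethanol, 3% glycerol) for 48 hours at 37C. Growth rescue was measured as viability by CellTiterGlo luminescence after 10 minutes at ambient.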
BCR signal inh: chronic active BCR signaling inhibition | ABC-DLBCL IkBa-CBG/CBR reporter, luminescence ratio, 4 h | Potency, µM (doses to about 46.1 µM), inactives show at the highest dose ratio change, negative = lower green/red ratio, actives largely listed as inhibitors | 340,000 tested, 0.05% active; active = well fitted inhibition curve with a large enough effect in the signal ratio, with a control signal flat, not every such curve was filed as active; inconclusive = small, poorly fitted or top-dose-only effect, or effect the other way, or a change in a side signal; the % refers to the signal ratio;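 also: potency is read from the fitted curve at half-maximal effect; plate controls were basal doxycycline-induced cells for no effect and cells given 10 µM MG132 for full effect; MG132 reads +100%, hits lower the ratio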
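Cell line TMD8 (human ABC DLBCL), stably expressing tet-inducible CBG68-IkBa fusion and CBR; IMDM/0.5% FBS; cpd up to 46 uM; dox induction, 4 h, 37C/5% CO2; dual luminescence; green/red ratio; MG132 control.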
Numbers without * were called inactive; ? = inconclusive; · = not tested or not shown; [ ] = another dose, or the depositor's remark. Unless noted, calls follow the shape of the dose curve; as a rule, active = well fitted curve in the direction sought with a large enough effect; inconclusive = small, poorly fitted or top-dose-only effect, or another doubt; inactive = no such curve, though single readings can be large; an effect the other way counts as inactive or inconclusive.

SMILES	TSG101-PTAP inh	TSHR antag	Tb PFK block	uPA surface inh	TCR act	Eya2 inh	ELG1 repair inh	USP2a inh	B2AR arrestin	Mito fusion yeast	BCR signal inh
Cc1ccc(C)c(N2CCN(C(=O)CCc3nc(-c4ccccc4Cl)no3)CC2)c1	-6.0%	-14.1	1.5%	1.0%	-9.5%[46.1 µM]	-1.9%	?	1.5%	-0.1%	·	-8.6%
CCc1cc(C(=O)N2CCCC(Nc3ccc(F)c(F)c3)C2)n(C)n1 (configuration not stated)	·	19.8	-8.3%	-7.8%	1.9%	0.5%	-8.4%	0.2%	0.0%	-1.6%	?
CN1CCN(c2nc(C#N)cc(-c3ccccc3)n2)CC1	-0.6%	30.5	-2.9%	-2.7%	9.1%	?	-17.5%	-6.2%	0.0%	-3.8%	?
COc1ccc(C(=O)c2nccc3ccccc23)cc1	-6.6%	-7.1	-0.4%	2.7%	5.5%	8.3%	?	5.6%	-1.0%	-1.9%	-3.9%
CCN1CCN(C(=O)CS(=O)(=O)Cc2nc(-c3ccc(C)cc3)oc2C)CC1	-7.5%	12.5	0.3%	-7.0%	-3.4%	-21.0%	-1.3%	0.8%	-0.8%	-4.2%	?
CCOC(=O)C1=C(C)N=C2SCCC(=O)N2C1c1ccc(C(=O)OC)cc1 (configuration not stated)	-4.0%	0.6	0.3%	-1.3%	-11.8%	-4.8%	15.9%	1.4%	-0.9%	3.7%	?
COCCn1c(SCC(=O)OCc2ccccc2)nc2c1c(=O)[nH]c(=O)n2C	-4.0%	3.1	-2.0%	3.2%	-1.1%	-1.7%	-9.8%	4.3%	0.0%	-0.8%	17.2%
O=[N+]([O-])c1cccnc1NCc1cccs1	-3.0%	2.1	-4.4%	13.1%	-3.0%	-3.3%	?	-0.5%	0.0%	-0.9%	-21.2%
O=C(CN1CCC(NC(=O)c2cccc(F)c2)CC1)Nc1ccc(Br)cc1	-10.7%	6.3	-0.3%	1.6%	0.3%	-11.0%	?	0.6%	-0.3%	-7.0%	?
COc1ccc(-c2ccc(-c3noc(-c4ccccc4)n3)c(OC)n2)cc1	2.6%	1.5	4.4%	10.5%	·	-6.7%	?	1.3%	-0.2%	3.6%	-2.4%
COc1ccc(N2CCN(Cc3ccc(Br)s3)CC2)cc1	-5.8%	9.6	?	14.0%	-1.4%	-10.8%	-7.5%	-12.8%	-0.6%	17.9%	?
CSCC[C@H](NC(=O)c1ccc2c(c1)OCO2)c1nnc2ccccn12	-1.5%	-0.3	-13.1%	-0.9%	-1.3%	15.6%	?	2.8%	-0.1%	-0.9%	-1.0%
Fc1ccc2nc(Nc3nc4c(F)cc(F)cc4s3)sc2c1	-5.4%	-45.5	-1.5%	3.8%	0.7%[46.1 µM]	-5.5%	?	2.9%	-0.4%	3.4%	?
COc1cccc(C(=O)NCCS(=O)(=O)NCc2cccnc2)c1	-3.3%	3.2	4.5%	0.3%	-0.8%	0.2%	-11.4%	1.7%	0.2%	2.6%	7.8%
COc1ccccc1C(O)P(=O)(OCC(C)C)c1ccc(N(C)C)cc1 (configuration not stated)	-3.4%	2.4	0.9%	0.8%	-0.8%	20.4%	6.4%	3.1%	-0.2%	-2.6%	?
O=C(Oc1cc(-c2ccccc2)no1)c1ccc(F)cc1	-3.5%	18.9	-6.3%	-1.5%	0.7%	6.8%	9.6%	2.5%	-0.9%	-0.2%	?
CN(C)c1ccc(-c2nnn(CC(=O)NCc3ccc4c(c3)OCO4)n2)cc1	-5.4%	-0.4	-0.9%	-1.6%	-1.5%	-2.3%	19.9%	-0.3%	0.0%	-2.4%	?
CCCN1CCC(NCC(C)c2ccccc2)CC1 (configuration not stated)	-1.0%	11.5	7.3%	-2.8%	·	6.2%	-4.9%	-0.2%	0.2%	-1.2%	-1.3%
CCCCNc1c(N)n(CC(C)C)c(=O)[nH]c1=O	-6.0%	-7.4	-3.7%	?	-10.1%	-2.2%	3.6%	2.0%	-0.5%	-1.2%	-4.8%
CCN(CC)C(=O)Oc1ccc(Cl)c2cccnc12	-0.4%	-6.9	1.4%	-1.0%	-1.6%	1.4%	2.2%	-0.9%	-0.2%	1.2%	-0.9%
Cc1ccc(C(=O)N/C(=C/c2ccc(F)cc2)C(=O)NCc2ccncc2)cc1	1.3%	-3.2	1.0%	4.9%	1.0%[46.1 µM]	3.6%	-4.0%	0.9%	-0.7%	-3.9%	4.0%
Cc1ccccc1N(CC(=O)NC(C)(C)C)C(=O)c1ccc(-c2ccccc2)[nH]1	·	5.5	0.2%	·	·	4.3%	4.0%	1.4%	0.2%	10.2%	-2.6%
C[C@@]12C(=O)N(c3cccc(F)c3)C(=O)N1[C@@H]1c3ccccc3OC[C@@H]1[C@H]2c1ccccc1	-9.0%	2.8	8.3%	-10.4%	-1.0%	14.2%	?	-2.4%	-0.1%	·	5.2%
COc1ccc(N/C=C/c2nc(SC)nnc2C)cc1	13.4%	-4.4	2.5%	-8.6%	-1.5%	-7.2%	-25.9%	1.6%	0.2%	6.1%	0.1%
COc1ccc(CN2C(=O)c3ccccc3C2=O)cc1C(=O)Nc1ccc(C)cc1C	-1.1%	3.4	0.8%	1.3%	-4.3%[46.1 µM]	-0.9%	-3.3%	2.4%	-0.4%	-1.0%	4.8%
Cc1ccc(-n2nc3c(=O)n(CCCC(=O)NCc4ccco4)nc(C)c3c2C)cc1	-0.9%	0.1	0.2%	-5.3%	4.4%	-3.4%	-1.1%	2.2%	0.5%	13.7%	-9.7%
CSc1ncccc1C(=O)N1CCN(S(=O)(=O)c2ccc(C)cc2)CC1	-0.8%	-1.7	-1.2%	-8.4%	-5.4%	-13.7%	-4.2%	1.7%	0.2%	1.7%	0.0%
O=C(NCCN1CCN(c2ccccc2)CC1)Nc1ccccc1Cl	-2.2%	1.3	1.8%	2.0%	9.8%	-29.2%	0.5%	2.4%	0.4%	-4.9%	1.1%
Cc1cccc(NC(=S)Nc2ccc(Br)cc2)c1	-5.4%	8.9	-5.8%	1.2%	-5.8%	-0.3%	?	-1.3%	-0.6%	-15.5%	?
COc1ccc(F)cc1S(=O)(=O)NCC(=O)NCc1cc(=O)n(C)c(=O)n1C	-0.7%	9.5	0.9%	-0.9%	-2.2%	?	15.7%	-1.8%	-0.1%	8.6%	3.7%
O=C(COC(=O)C12CC3CC(CC(O)(C3)C1)C2)N1CCN(S(=O)(=O)c2ccc(Cl)cc2)CC1	-10.3%	-14.8	0.4%	1.6%	-3.4%[46.1 µM]	5.7%	?	2.2%	-0.1%	-1.8%	-2.0%
CCC(=O)N1CCC2(CC1)Oc1ccc(Cl)cc1C(=O)C21CC(c2ccc(Cl)cc2)=NO1 (configuration not stated)	0.3%	-3.8	8.3%	-12.8%	-3.8%	-1.9%	10.3µM*	12.6%	-0.4%	32.2%	-5.2%
O=C(c1cc(S(=O)(=O)NCc2ccco2)ccc1Br)N1CCOCC1	-4.5%	13.0	-3.7%	1.8%	4.3%	-10.5%	16.8%	-0.7%	-4.1%	-1.8%	2.3%
O=S(=O)(Nc1ncccn1)c1ccc(NS(=O)(=O)c2cccc(Cl)c2Cl)cc1	0.8%	-1.4	-2.8%	1.4%	-0.6%	9.7%	7.6%	-0.3%	0.0%	-3.7%	?
CCN(CC)C(=O)C1CCN(S(=O)(=O)c2cccc3nonc23)CC1	0.8%	-1.8	-3.0%	2.0%	-1.1%	6.0%	1.2%	1.4%	-0.3%	-1.4%	11.2%
COc1ccccc1-n1c(SCC(=O)Nc2ccc3c(c2)OCO3)nc2c(c1=O)SCC2	-0.8%	3.1	-2.6%	3.6%	8.7%	16.3%	-6.1%	3.8%	0.4%	-2.7%	-7.6%
CC(=O)Nc1cccc(-c2csc(Nc3ccc(C)cn3)n2)c1	-3.2%	14.1	17.1%	-16.2%	3.7%[46.1 µM]	-2.7%	?	3.3%	-0.1%	?	?
Cc1cc(OCC(=O)N2CCOCC2)cc2oc(=O)c3ccccc3c12	-5.0%	0.0	3.5%	5.2%	-5.3%[46.1 µM]	6.0%	-3.9%	-0.3%	0.7%	-10.3%	?
CCCN1C2CCCC1CC(NC(=O)C1CCCCC1)C2 (configuration not stated)	-7.1%	-1.8	1.0%	-2.0%	-2.3%[46.1 µM]	0.4%	-2.1%	-0.4%	-0.6%	-3.3%	-16.5%
Cc1ccc(CN(CCO)CCO)cc1	-0.4%	-0.4	-1.4%	1.7%	-4.2%	-2.0%	?	-0.7%	-0.2%	3.7%	2.8%
